EBI2 block: blocks human EBI2 receptor beta-arrestin signaling; P32249; 360,000 compounds, 0.81% hits; EBI2 beta-arrestin recruitment, luminescence, 7a,25-OHC stimulated; inhibition, % at 5 µM; in the data active = inhibition above about 38%;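 note: enzyme fragment complementation signal reports receptor beta-arrestin coupling in cells; 0% = agonist plus DMSO wells and 100% = wells without agonist; some results beyond the cut were filed as inactive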
Target sequence (P32249 whole entry, looked up, the tested form may be a part): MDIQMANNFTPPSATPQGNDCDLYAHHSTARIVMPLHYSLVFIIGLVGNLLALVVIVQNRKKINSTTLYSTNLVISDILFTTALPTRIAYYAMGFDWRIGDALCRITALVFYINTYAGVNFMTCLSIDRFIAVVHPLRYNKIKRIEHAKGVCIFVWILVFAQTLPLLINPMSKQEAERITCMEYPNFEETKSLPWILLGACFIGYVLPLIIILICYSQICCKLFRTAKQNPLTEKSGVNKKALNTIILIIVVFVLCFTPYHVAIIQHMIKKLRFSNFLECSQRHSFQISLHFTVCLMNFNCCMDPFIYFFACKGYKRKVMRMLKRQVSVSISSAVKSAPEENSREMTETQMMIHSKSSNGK
CXCR6 inh: CXCR6 (human) receptor inhibition; 360,000 compounds, 0.36% hits; inhibition, % at 20 µM; O00574; CHO-K1 PathHunter CXCR6 beta-arrestin, luminescence; in the data active = inhibition above about 34%, passing the limit was not always enough;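 note: antagonist mode with CXCL16 agonist at 10 nM final; 0% = 10 nM CXCL16 with DMSO and 100% = unstimulated wells without agonist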
Target sequence (O00574 whole entry, looked up): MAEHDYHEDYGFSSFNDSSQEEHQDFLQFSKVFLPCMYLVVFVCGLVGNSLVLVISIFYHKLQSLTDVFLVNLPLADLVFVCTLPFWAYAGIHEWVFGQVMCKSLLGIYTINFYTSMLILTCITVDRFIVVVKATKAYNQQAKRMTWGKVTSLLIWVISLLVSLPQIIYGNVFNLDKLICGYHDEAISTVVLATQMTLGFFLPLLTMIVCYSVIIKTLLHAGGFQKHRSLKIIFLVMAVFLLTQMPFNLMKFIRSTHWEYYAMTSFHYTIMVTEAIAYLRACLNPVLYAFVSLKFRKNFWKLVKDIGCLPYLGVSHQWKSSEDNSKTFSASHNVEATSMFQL
Starred values were filed as active, the others as inactive. Not all compounds are listed (hit frequency here may not be typical).

Under each structure: EBI2 block, CXCR6 inh
> C[C@H](CO)N1C[C@H](C)[C@@H](CN(C)S(=O)(=O)c2ccccc2)OCCCC[C@H](C)Oc2ccc(NC(=O)CCC(F)(F)F)cc2C1=O
→ -7, 8
> COc1ccc(NC(=O)C2(C)CCN2C(=O)Cc2ccccc2)cc1OC (configuration not stated)
→ -1, 0
> O=C1CN(C(=O)COC(=O)c2cc(Cl)ccc2[N+](=O)[O-])c2ccccc2N1
→ -9, -9
> CN(C)CCN(Cc1ccccc1)C(c1ccnc2ccccc12)c1nnnn1-c1ccc2c(c1)OCCO2 (configuration not stated)
→ -8, -4
> O=C(NCCc1cn2cccnc2n1)C1CCC(=O)N(Cc2ccccc2F)C1 (configuration not stated)
→ -8, -1
> COCCNC(=S)N(CCCO)Cc1cc2cc3c(cc2[nH]c1=O)OCO3
→ 5, 3
> COc1ccccc1NC(=O)c1oc2ccccc2c1C
→ 0, -3
> COc1ccccc1-c1cccc2nccn12
→ -7, -2
> O=C(Nc1ccccc1)Nc1nnc([C@@H]2C[C@H](O)[C@@H](CO)O2)s1
→ -4, -2
> Cc1ccc(Cn2cc(CN3CC(N4CCN(CCN(C)C)CC4)CS3(=O)=O)nn2)cc1 (configuration not stated)
→ -5, 1
> CCN(CC)S(=O)(=O)c1ccc(OC)c(NC(=O)c2cc([N+](=O)[O-])ccc2N2CCOCC2)c1
→ 8, 9
> CC1(C(=O)NS(=O)(=O)c2cccc(C#N)c2)CCN1C(=O)C1(c2ccc(Cl)cc2)CCC1 (configuration not stated)
→ 1, -1
> CC(C)Oc1cc(F)ccc1-c1cc(C(=O)NCc2cccs2)[nH]n1
→ 8, 5
> C[C@@H]1CCCN1[C@@H]1CS(=O)(=O)N[C@H]1COCc1ccccc1
→ -1, -2
> O=C1c2[nH]c3ccccc3c2CC1N1C(=O)c2ccccc2C1=O (configuration not stated)
→ 4, 0
> Cc1cn([C@H]2C[C@H](O)[C@@H](/C=C/C(=O)NCC(c3ccccc3)c3ccccc3)O2)c(=O)[nH]c1=O
→ 1, 1
> COc1ccc(C(C)(NC(C)=O)c2nc(-c3cccnc3)cs2)cc1 (configuration not stated)
→ -3, 1
> C[C@@H]1CN([C@H](C)CO)C(=O)CCCn2nncc2CO[C@@H]1CN(C)C(=O)Nc1cccc2ccccc12
→ -4, -5
> CC1=C(C(=O)N(C)C)CC(CC(=O)NCCCCc2ccccc2)C(=O)N1Cc1ccccc1 (configuration not stated)
→ 1, -1
> CC(C)(C)c1ccc(C(=O)N2CCC2(C)C(=O)Nc2cnc3ccccc3c2)cc1 (configuration not stated)
→ 3, -1

Part of the list above in order of molar mass, highest first.
Under each structure: EBI2 block, CXCR6 inh
> C[C@H](CO)N1C[C@H](C)[C@@H](CN(C)S(=O)(=O)c2ccccc2)OCCCC[C@H](C)Oc2ccc(NC(=O)CCC(F)(F)F)cc2C1=O
→ -7, 8
> O=C1c2[nH]c3ccccc3c2CC1N1C(=O)c2ccccc2C1=O (configuration not stated)
→ 4, 0
> COc1ccccc1-c1cccc2nccn12
→ -7, -2

Other entries:
Under each structure: EBI2 block, CXCR6 inh
> COc1ccc(NC(=O)COC(=O)c2ccc(S(=O)(=O)N3CC(C)CC(C)C3)cc2)cc1OC (configuration not stated)
→ 6, -6
> COc1ccc(Cl)cc1Nc1cc(C)nc2ncnn12
→ -9, 1
> Cc1ccc(S(=O)(=O)N2C[C@]3(O)C[C@@H]4C(=O)N(c5ccccc5)C(=O)[C@@H]4C[C@]3(OC(=O)Nc3c(C)noc3C)C2)cc1
→ -2, -2
> COc1cccc(-c2cc3nc(Nc4ccc(OC)c(OC)c4)n(C)c(=O)c3s2)c1
→ 9, 7
> COc1cc2c(cc1OC)C(c1c(-c3c(Cl)cccc3Cl)noc1C)=NCC2
→ -4, 3
> Cc1nc(SCC(=O)NC2CCCC2)c2oc3ccccc3c2n1
→ -6, 0
> CCn1c(CN2CCC(C)CC2)nc2cc(S(=O)(=O)N3CCCCC3)ccc21
→ 3, 7
> O=C(NCc1ccco1)c1ccc2sc([C@@H]3O[C@H](CO)[C@H](O)[C@H](O)[C@H]3O)nc2c1
→ -3, 7
> Cc1nc2ccc(S(=O)(=O)CCC(=O)NCCc3ccccc3)cc2s1
→ -6, 1
> O=C(c1cc(C2CCCCN2S(=O)(=O)Cc2ccccc2)on1)N1CCOCC1 (configuration not stated)
→ -3, 2
> CCc1noc(C)c1C(=O)N1CCN(c2ccc([N+](=O)[O-])cc2)CC1
→ -4, 2
> O=C(CC[C@H]1O[C@@H](n2cnc3c(NC(=O)c4ccccc4)ncnc32)[C@H](O)[C@@H]1O)N[C@@H](CO)Cc1c[nH]c2ccccc12
→ -15, -2
> CCNC(=O)C1(C)CCCN1C(=O)c1ccc(C#N)cc1 (configuration not stated)
→ -1, 1
> O=C(NCc1ccco1)c1ccc(OC2CCN(Cc3ccccn3)CC2)cc1
→ -12, -8
> COCCCNc1ccn2nc(-c3cc(OC)c(OC)c(OC)c3)cc2n1
→ -14, -3
> O=C(c1ccc2ccccc2c1)c1cccc(F)c1C(=O)O
→ -13, 1
> CN(Cc1cn(Cc2cccc(C(F)(F)F)c2)nn1)C1CN(Cc2cn(Cc3cccc(C(F)(F)F)c3)nn2)S(=O)(=O)C1 (configuration not stated)
→ -6, 9
> CCNC(=O)C1(C)CCN1C(=O)CCc1cccc(Cl)c1 (configuration not stated)
→ 5, 1
> CCOC(=O)c1oc2ccccc2c1COC(=O)CNC(=O)c1ccccc1F
→ -12, 5
> CC(=O)Nc1ccc(CN2C(=O)C(C)(C)ON=C2c2ccc(C(F)(F)F)cc2)cc1
→ 6, 4
> C[C@@H]1CN([C@@H](C)CO)C(=O)CCCn2nncc2CO[C@@H]1CN(C)C(=O)Nc1ccc(-c2cccs2)cc1
→ -7, 1
> CCOC(=O)c1c(-c2ccc(N(C)C)cc2)oc2c1C(OC)CC2 (configuration not stated)
→ -4, -2
> CCc1nc2ccc(C(=O)Nc3cccc(OCC(=O)N(C)C)c3)cn2c1N(CCN(C)C)CC1CC1
→ -6, -7
> Cc1ccc([C@@H]2C[C@H]3[C@@H](CN2S(=O)(=O)c2ccc(Cl)cc2)C(=O)C[C@@H](c2ccc(C)cc2)N3S(=O)(=O)c2ccc(Cl)cc2)cc1
→ 3, 3
> O=C(NCC1CCCO1)c1ccc2c(c1)N(Cc1ccc(Cl)cc1)CCS2 (configuration not stated)
→ 12, 10
> CC(C)C[C@@H](CN1CCC[C@@H]1CN1C(=S)NC[C@@H]1Cc1ccccc1)N1C[C@H](Cc2ccc(O)cc2)N(CC2CCCCCC2)C1=S
→ 58*, -1
> Cc1nc2ccc(Cl)cn2c1[N+](=O)[O-]
→ -1, -1
> Cc1[nH]ccc2cc3nc4ccccc4c3cc12
→ 14, -9
> Cc1cc(C)c(C(=O)COC(=O)c2cccc(S(=O)(=O)N3CCOCC3)c2)cc1C
→ 11, 4
> CC1CCCC(NC(=O)CSc2nnc(-c3cccnc3)o2)C1C (configuration not stated)
→ 2, 4
> O[C@@H]1CN(Cc2cccs2)[C@@H](c2ccccc2)C[C@H]1n1cc(-c2ccc(F)cc2)nn1
→ 17, 10
> C[C@H]1Cn2cnc(C(=O)Nc3ccccc3)c2C(=O)N1
→ -11, 2
> O=C1CC2(CCCC2)C(=O)N1CN1CCN(S(=O)(=O)c2cc(F)ccc2F)CC1
→ -14, -2
> Cc1ccc([C@H]2C[C@H](O)[C@@H](n3cc(COC(=O)c4ccccc4)nn3)CN2C(=O)C2CCCCC2)cc1
→ 5, -5
> Cc1ccc(-c2ccc(CN3C(C)C(=O)N(Cc4cn(CCC5OCCO5)nn4)CCS3(=O)=O)cc2)cc1 (configuration not stated)
→ 6, -1
> O=C(NCc1ccco1)C1Cc2c(-c3ccccc3Oc3ccccc3)ccnc2O1 (configuration not stated)
→ 1, 5
> CC(C)C(C(=O)O)N1C(=O)C2C3CCC(C3)C2C1=O (configuration not stated)
→ 2, -5
> COC(=O)CCCn1cc(CN2CC(N3CCN(CCN(C)C)CC3)CS2(=O)=O)nn1 (configuration not stated)
→ -1, -1
> Cc1c(Br)cccc1NC(=O)C1(C)CCN1Cc1ccc(OC(C)C)cc1 (configuration not stated)
→ -3, 2
> COCCNC(=O)c1cccc2c(-c3ccnn3C)coc12
→ -7, 5

Reformatted: results already given.
Cc1ccc(-c2ccc(CN3C(C)C(=O)N(Cc4cn(CCC5OCCO5)nn4)CCS3(=O)=O)cc2)cc1 (configuration not stated)
  EBI2 block: 6
  CXCR6 inh: -1

O=C(NCc1ccco1)C1Cc2c(-c3ccccc3Oc3ccccc3)ccnc2O1 (configuration not stated)
  EBI2 block: 1
  CXCR6 inh: 5

CC(C)C(C(=O)O)N1C(=O)C2C3CCC(C3)C2C1=O (configuration not stated)
  EBI2 block: 2
  CXCR6 inh: -5

COC(=O)CCCn1cc(CN2CC(N3CCN(CCN(C)C)CC3)CS2(=O)=O)nn1 (configuration not stated)
  EBI2 block: -1
  CXCR6 inh: -1

(next part)
Under each structure: EBI2 block, CXCR6 inh
> COc1ccc(Cn2cc(CN3CC(N(C)C)CS3(=O)=O)nn2)cc1 (configuration not stated)
→ -12, 0
> CCCCCn1nnnc1C1c2ccccc2C(=O)N1Cc1ccco1 (configuration not stated)
→ 4, 5
> CCCCNC(=O)c1ccc2nc(CC)c(N(CC)CCN(C)C)n2c1
→ -5, -1
> CN(C)CCN(C)C1CN(C2CCCC2)S(=O)(=O)C1 (configuration not stated)
→ -11, 0
> O=C(c1cccs1)N1C[C@@H](n2cc(-c3ccc(F)cc3)nn2)[C@H](O)C[C@@H]1c1ccc(Cl)cc1
→ 39, 9
> CN(c1ccccc1)S(=O)(=O)c1ccc(C(=O)NCc2cccnc2)cc1
→ 1, 0
> CC(C)C[C@H]1CN([C@@H](CC(C)C)CN2CCC[C@H]2CN2C(=O)C(=O)NC[C@@H]2Cc2ccc(O)cc2)C(=O)C(=O)N1CC1CCCCCC1
→ -5, -4
> CC(=O)Nc1cncc(-c2cccc(C(=O)N3CCOCC3)c2)n1
→ -8, 0
> CCOC(=O)C1CCCN(C(=O)c2ccc(N(C)C)cc2)CC1 (configuration not stated)
→ -18, 0
> C[C@H](CO)N1C[C@H](C)[C@@H](CN(C)C(=O)Nc2ccc3c(c2)OCCO3)OCc2cnnn2CCCC1=O
→ -2, -4
> Cc1c(COc2ccc3ccccc3c2)nnn1CC(=O)NS(=O)(=O)c1ccccc1C(F)(F)F
→ 2, -6
> OC(c1ccc(F)cc1)c1nc(-c2cc3ccccc3o2)cs1 (configuration not stated)
→ -10, -13
> Cc1cccc(C(=O)O)c1O
→ -6, -3
> CC(=O)c1cccc(-c2ccnc3c2CC(C(=O)Nc2ccc(F)c(Cl)c2)O3)c1 (configuration not stated)
→ 1, 1
> CCCCC[C@H](C)N1C[C@@H](COCc2ccccc2)Oc2cc(N3CC[C@@H](N(C)C)C3)ccc2S1(=O)=O
→ 2, 14
> O=S1(=O)CC(N2CCN(CCO)CC2)CN1C1CCCCC1 (configuration not stated)
→ -6, -9
> CC(C)(C)c1ccc(C(=O)N2CCC(=O)N([C@H](COCc3ccccc3)Cc3ccccc3)CC2)cc1
→ 11, 5
> COc1ccc(S(=O)(=O)N(C)C[C@H]2OCCCC[C@H](C)Oc3ccc(N(C)C)cc3C(=O)N([C@H](C)CO)C[C@@H]2C)cc1
→ 4, -2
> CCc1nc(N2CCN(C(=O)CCCl)CC2)c2c3c(sc2n1)CCCC3
→ 1, 17
> COc1cccc(-c2cc(CNC(=O)[C@H]3O[C@@H](n4ccc(=O)[nH]c4=O)[C@H](O)[C@@H]3O)no2)c1
→ -3, -3
> Cc1ccc(-c2cc(C(=O)NCC3(N(C)C)CCCCC3)c3ccccc3n2)o1
→ 6, 6
> O=C(NCCS(=O)(=O)N1CCN(c2ccccc2)CC1)C1CCCCC1
→ -3, 1
> NC(=S)NN=C1CSSC1
→ 2, 12
> COC(=O)[C@]12CCCCC=C1N(Cc1cccc3ccccc13)C(=O)[C@H](CC(=O)NCc1ccc(OC)c(OC)c1)C2
→ 2, 4
> O=C(NCC(F)(F)F)c1cc2c(c(-c3cccc(-c4ccccc4F)c3)n1)[C@H](CCO)N(C(=O)CC1CC1)C2
→ 17, 2
> Oc1ccc(C[C@H]2CNC(=S)N2C[C@H]2CCCN2C[C@H](Cc2ccccc2)N2C[C@H](Cc3ccccc3)N(CC3CCCCC3)C2=S)cc1
→ 20, 3
> C[C@@H]1CN([C@@H](C)CO)C(=O)CCCn2nncc2CO[C@H]1CN(C)C(=O)c1ccccc1
→ -3, -1
> CCC(=O)N1CCCC(C)(C(=O)Nc2ccc(OC)c(F)c2)C1 (configuration not stated)
→ -3, 0
> Nc1[nH]c(C(=O)c2ccccc2)c(-c2ccc(Br)cc2)c1C(=O)NCCc1c[nH]c2ccccc12
→ 10, -2
> O=C(NCc1ccco1)c1cccc(-c2cncc3nccn23)c1
→ 3, 1
> CCC(=O)N1CCC1(C)C(=O)NCc1ccccc1SC (configuration not stated)
→ 1, -5
> CCCC1NC(=O)c2cccnc2-n2c1nc1ccc(OC)cc1c2=O (configuration not stated)
→ -12, 5
> Nc1nc2c(ncn2[C@@H]2O[C@H](CNCc3ccccc3)[C@@H](O)[C@H]2O)c(=O)[nH]1
→ -5, -7
> CCc1nc2ccc(C(=O)Nc3cc(-c4ccccc4)ccc3OC)cn2c1N(C=O)CCC(C)C
→ 20, 14
> O=C(NCc1ccncc1)[C@@H]1CCCN1C(=O)[C@H]1CCCN1C(=O)c1c(F)cccc1F
→ 6, -4

Screening results deposited in PubChem by Sanford-Burnham Center for Chemical Genomics.
